Screening results deposited in PubChem by several laboratories.
NTR1 ag – NTR1-driven beta-arrestin-GFP spot formation – imaging, U2OS cells, high content, primary screen (AID 493036) | P30989 | agonist mode | activation, % at 20 µM | 0.17% of 330,000 active;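 active = activation at or above 40% of the spot to cytoplasm intensity ratio, with at least 20 cells analyzed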;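 also: 0% = DMSO without peptide and 100% = 100 nM NTR1 peptide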
Target sequence (P30989 whole entry, looked up): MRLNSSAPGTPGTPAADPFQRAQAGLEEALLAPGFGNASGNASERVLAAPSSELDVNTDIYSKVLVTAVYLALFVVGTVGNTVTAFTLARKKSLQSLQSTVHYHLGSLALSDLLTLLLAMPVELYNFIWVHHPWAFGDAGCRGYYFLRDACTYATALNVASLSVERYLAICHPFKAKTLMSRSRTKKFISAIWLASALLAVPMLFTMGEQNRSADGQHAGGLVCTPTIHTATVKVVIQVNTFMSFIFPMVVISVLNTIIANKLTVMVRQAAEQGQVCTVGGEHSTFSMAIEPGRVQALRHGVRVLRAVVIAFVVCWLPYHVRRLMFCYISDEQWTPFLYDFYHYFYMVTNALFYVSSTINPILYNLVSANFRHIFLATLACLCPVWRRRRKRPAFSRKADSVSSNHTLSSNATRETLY
PhoP inhibition – PhoP-dependent GFP reporter repression – Salmonella Typhimurium, primary screen (AID 1863); S. Typhimurium PhoP-regulated promoter GFP reporter, 4 h; higher % means a stronger effect; inhibition, % at 50 µM; hits with a dose series show IC50 in µM; 0.16% of 300,000 active;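 active = inhibition over 29.93%, a cutoff 3 SD above the screen mean, later confirmed by dose response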;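 also: 0% = low Mg2+ inducing control and 100% = high Mg2+ repressing control; strong numbers were not always called active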
T cell HTS – T cell immune modulation candidate; 2C CD8+ T cell-vesicle binding, flow cytometry; hits give low values; calls only at 7 µM; 0.068% of 330,000 active;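 active = response, share of CD8 T cells binding vesicles, and their 90th percentile fluorescence all below set limits, cut at about 80% in these data, passing the limit was not always enough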
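material = purified 2C TCR transgenic mouse naive CD8+ T cells | controls = Unloaded micro-vesicles (low), QL9 vesicles with 0.7% DMSO (high) | detection = cytometric PE anti-B7-1 and Alexa647 anti-CD8 signals after 1% paraformaldehyde fixation | incubation = binding step 1.5 h, 37 °C, antibody labelling 20 min, ice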
T cell HTS vesicle-bound % – recorded beside T cell HTS, whose call it bears; double positive events, %; measured here: CD8+ vesicle-bound cell fraction;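 binding gate set so that unloaded-vesicle control wells show 10% double positive cells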
NTR1 ag cell count 20 µM – further read-out of NTR1 ag, marked with its call; cell count; measured here: cell count, cytotoxicity flag
* = called active by the depositor; i = inactive.

SMILES | NTR1 ag | NTR1 ag cell count 20 µM | PhoP inhibition | T cell HTS | T cell HTS vesicle-bound %
COc1ccc(C(=O)NCC(c2ccc3c(c2)OCO3)N2CCN(c3ccc(OC)cc3)CC2)cc1 (stereo not drawn) | 1.9 | 63 | 2% | i | 31
O=C(CSc1nnc(NC(=O)c2c(F)cccc2F)s1)NCC1CCCO1 (stereo not drawn) | -0.4 | 59 | 0% | i | 46
O=C(COC(=O)c1ccccc1NCCO)NCCC1=CCCCC1 | 0.3 | 58 | -7% | i | 15
CC1(C(=O)OCC(=O)Nc2nnc(-c3ccccc3)o2)CC1(Cl)Cl (stereo not drawn) | 0.5 | 60 | -18% | i | 40
COc1cccc(NC(=O)CSc2nnc(Cc3ccc(C)cc3)c(=O)n2N)c1 | 1.5 | 55 | -2% | i | 51
O=C(OCc1nnc(-c2ccccc2)o1)c1cccc(S(=O)(=O)N2CCOCC2)c1 | -0.9 | 80 | -8% | i | 44
CC(=O)Nc1ccc(S(=O)(=O)NCC(=O)NNC(=O)c2csc(N3CCOCC3)n2)cc1 | 0.5 | 49 | 9% | i | 56
Cc1ccc(C(=O)NCC(=O)OCCOc2ccccc2Cl)cc1 | 2.1 | 55 | -3% | i | 11
CC(OC(=O)c1ccc2c(c1)OCCO2)C(=O)c1ccccc1 (stereo not drawn) | 0.7 | 60 | -7% | i | 24
COc1ccc(OC)c(S(=O)(=O)Nc2ccc(-c3ccc4nncn4n3)cc2)c1 | -0.8 | 76 | 2% | i | 33
CCOC(=O)N1CCN(c2ccc(S(=O)(=O)N3CCOCC3)cc2[N+](=O)[O-])CC1 | 0.0 | 60 | 1% | i | 28

As a short view, 5 of the compounds above:
SMILES | NTR1 ag | NTR1 ag cell count 20 µM | PhoP inhibition | T cell HTS | T cell HTS vesicle-bound %
COc1ccc(C(=O)NCC(c2ccc3c(c2)OCO3)N2CCN(c3ccc(OC)cc3)CC2)cc1 (stereo not drawn) | 1.9 | 63 | 2% | i | 31
O=C(CSc1nnc(NC(=O)c2c(F)cccc2F)s1)NCC1CCCO1 (stereo not drawn) | -0.4 | 59 | 0% | i | 46
O=C(COC(=O)c1ccccc1NCCO)NCCC1=CCCCC1 | 0.3 | 58 | -7% | i | 15
CC1(C(=O)OCC(=O)Nc2nnc(-c3ccccc3)o2)CC1(Cl)Cl (stereo not drawn) | 0.5 | 60 | -18% | i | 40
COc1cccc(NC(=O)CSc2nnc(Cc3ccc(C)cc3)c(=O)n2N)c1 | 1.5 | 55 | -2% | i | 51

Part of the list above, as a markdown table.
| Structure | NTR1 ag | NTR1 ag cell count 20 µM | PhoP inhibition | T cell HTS | T cell HTS vesicle-bound % |
| --- | --- | --- | --- | --- | --- |
| Cc1ccc(C(=O)NCC(=O)OCCOc2ccccc2Cl)cc1 | 2.1 | 55 | -3% | i | 11 |
| O=C(COC(=O)c1ccccc1NCCO)NCCC1=CCCCC1 | 0.3 | 58 | -7% | i | 15 |

The list is partial; the hit share may differ from the screen's.
